12-LOX inh: blocks human arachidonate 12S-lipoxygenase; purified 12hLO, xylenol orange hydroperoxide absorbance; Potency, µM (titrated, usually from 108 µM), for inactives: at the top dose activity change, negative = inhibition, usual class: inhibitors; 580,000 tested, 1.1% active; AID 1671190; also: potency is read from the fitted curve at half-maximal effect; % is scaled to controls: 0 for no effect and ±100 for the full control effect
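Hydroperoxide product was detected by ferrous iron/xylenol orange as the 573 to 405 nm absorbance ratio. Arachidonic acid at 40 uM (final) was turned over for 30 min at room temperature by 150 nM human 12hLO, pH 7.0 Hepes buffer, after 15 min compound preincubation.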
ERG Ets-DNA blk: inhibitors of human ERG Ets domain-DNA interaction; P11308; fluorescence polarization, His-ERG Ets domain / labelled DNA; Potency, µM (titrated, usually from 76.9 µM), inactives show at the highest dose FP activity, negative = inhibition, actives largely listed as inhibitors; 370,000 tested, 0.028% active; AID 624246; active = well fitted inhibition curve with a large enough effect in the polarisation, with a control signal flat; inconclusive = small, poorly fitted or top-dose-only effect, or effect the other way, or a change in a side signal; inactive = no such curve, though single readings can be large or run the other way; the % refers to the polarisation;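 also: polarization taken with two DNA probes labelled with fluorescein and Texas red; potency is read from the fitted curve at half-maximal effect; % of control where 0% means no effect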
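His-tagged ERG Ets domain (1 uM in the protein solution; 300mM KCl, 50mM Tris-HCl, 1mM EDTA, 1mM DTT, pH 7.5) received compound, then a probe mix of 5 nM fluorescein-DNA and 100nM Texas-615-DNA. Fluorescence polarization was read for both dyes.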
POLK inh: DNA polymerase kappa (human) inhibition | purified Pol kappa, fluorescent DNA synthesis assay, 10 min | Potency, µM (series often up to 107 µM), without a hit: at the top dose activity, negative = inhibition, actives largely listed as inhibitors | 400,000 tested, 0.53% active | AID 588579; also: potency is read from the fitted curve at half-maximal effect; % is scaled to controls: 0 for no effect and ±100 for the full control effect
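Inhibition of 10 nM Pol kappa is measured by a fluorescent read-out at 0 and 10 min following addition of 50 nM substrate (final), with a 15-min room-temperature compound preincubation.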
Apoferritin bind: binds horse apoferritin like a general anesthetic; 350,000 tested, 0.074% active; P02791; AID 485281; Potency, µM (highest dose often 77.5 µM), inactives show at the highest dose activity change, negative = displacement, usual class: inhibitors; apoferritin/1-aminoanthracene competitive binding, fluorescence; also: potency is read from the fitted curve at half-maximal effect; % is scaled to controls: 0 for no effect and ±100 for the full control effect; nearly all actives have a fitted effect of over 20% in size
Target sequence (P02791 2-175 limits assumed): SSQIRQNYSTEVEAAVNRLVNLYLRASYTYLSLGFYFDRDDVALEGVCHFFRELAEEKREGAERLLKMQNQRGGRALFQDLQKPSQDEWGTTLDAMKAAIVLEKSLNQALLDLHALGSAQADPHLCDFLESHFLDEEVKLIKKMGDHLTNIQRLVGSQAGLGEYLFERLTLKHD
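Apoferritin-based anesthetic binding model; compound displacement of fluorescent 1-AMA measured as endpoint fluorescence after 10 minutes at room temperature, scaled to free-ligand and complex controls.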
APE1 inh: APE1 (human) endonuclease inhibition | P27695 | recombinant APE1, TAMRA/BHQ-2 abasic DNA cleavage fluorescence | Potency, µM (highest dose often 65.8 µM), for inactives: top-dose activity change, negative = inhibition, usual class: inhibitors | 350,000 tested, 0.35% active;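 also: potency is read from the fitted curve at half-maximal effect; plate controls were vehicle for no effect and reference inhibitor for full effect; nearly all actives have a fitted effect of over 55% in size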
Target sequence (P27695 whole entry, looked up): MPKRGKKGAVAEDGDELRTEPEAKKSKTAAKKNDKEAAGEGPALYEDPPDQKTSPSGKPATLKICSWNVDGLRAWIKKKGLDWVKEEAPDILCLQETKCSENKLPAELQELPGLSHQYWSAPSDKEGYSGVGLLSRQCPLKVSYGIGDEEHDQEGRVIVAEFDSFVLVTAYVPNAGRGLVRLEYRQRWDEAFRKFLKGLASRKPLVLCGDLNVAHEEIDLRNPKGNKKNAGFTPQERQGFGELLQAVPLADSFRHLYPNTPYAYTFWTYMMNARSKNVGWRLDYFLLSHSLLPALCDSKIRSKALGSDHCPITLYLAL
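Step 1: APE1 (0.75 nM) with compound, 15 min RT. Step 2: add 50 nM fluorophore/quencher THF duplex. Step 3: three fluorescence reads 60 s apart (525/598 nm); read 3 minus read 1 = reaction progress.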
Pol beta inh: blocks human DNA polymerase beta activity. P06746. Pol beta primer extension/strand displacement, fluorescence kinetic. Potency, µM (doses to about 114 µM), without a hit: at the top dose activity change, negative = inhibition, actives largely listed as inhibitors. 340,000 tested, 1.3% active. AID 485314; also: potency is read from the fitted curve at half-maximal effect; % is scaled to controls: 0 for no effect and ±100 for the full control effect
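Pol beta (10 nM) and compounds were preincubated 15 min at room temperature, then 50 nM substrate (final) started primer extension/strand displacement. Reads were taken at 0 and 10 min; concentration-response data were fitted to a four-parameter Hill equation.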
LDHA inh: LDHA (human) enzyme inhibition; P00338; purified LDHA, NADH/diaphorase-resazurin fluorescence; stronger effect = lower value; activity change, % (values are at about 110 or 230 µM); 480,000 tested, 0.15% active; AID 1347041; in the data active = activity change below about -30%; inconclusive = mostly about -25% to -30%;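 also: plate controls were DMSO wells for no effect and wells without enzyme for full effect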
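Human LDH5 (2 nM) was incubated with 0.06 mM NADH and 0.2 mM pyruvate for 5 min at room temperature in Tris pH 7.4. Remaining NADH was coupled through diaphorase/resazurin, and resorufin fluorescence was read at 0 and 20 min.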
RGS4 inh: blocks human RGS4-accelerated GTP hydrolysis; Transcreener GDP fluorescence polarization, RGS4-accelerated GTP hydrolysis; 390,000 tested, 0.039% active; P49798; Potency, µM (series often up to 114 µM), for inactives: at the highest dose activity change, negative = inhibition, most hits filed as inhibitors; also: potency is read from the fitted curve at half-maximal effect; % is scaled to controls: 0 for no effect and ±100 for the full control effect; nearly all actives have a fitted effect of over 75% in size; some results filed as inactive show a strong effect at the top dose
Target sequence (P49798 whole entry, looked up): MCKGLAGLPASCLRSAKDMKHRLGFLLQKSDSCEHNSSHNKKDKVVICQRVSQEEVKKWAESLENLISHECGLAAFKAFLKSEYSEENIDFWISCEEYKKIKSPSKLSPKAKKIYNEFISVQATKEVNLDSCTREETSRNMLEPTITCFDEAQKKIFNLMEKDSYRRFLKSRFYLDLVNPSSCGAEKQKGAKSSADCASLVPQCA
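MLSMR compounds (23 nl, pin-transferred) preincubated 10 min at room temperature with a 500nM (2x) first reagent, then RGS4 at 900nM (2x) plus Transcreener GDP mix added; fluorescence polarization (620/688 nm) read before and after 90 min at 30 °C.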
Pol eta inh: DNA polymerase eta (human) inhibition; recombinant Pol eta, fluorescent DNA replication assay; Potency, µM (titrated, usually from 114 µM), without a hit: top-dose activity change, negative = inhibition, usual class: inhibitors; 390,000 tested, 1.2% active; AID 588591; also: potency is read from the fitted curve at half-maximal effect; % is scaled to controls: 0 for no effect and ±100 for the full control effect
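Pol eta at 10 nM preincubated with compounds 15 min at room temperature; reaction started with fluorescent substrate (50 nM final) and read kinetically at 0 and 10 min.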
The depositor's hits bear a star; ? = inconclusive; . = no result given; [ ] = remark or other dose. Unless noted, calls follow the shape of the dose curve; as a rule, active = well fitted curve in the direction sought with a large enough effect; inconclusive = small, poorly fitted or top-dose-only effect, or another doubt; inactive = no such curve, though single readings can be large; an effect the other way counts as inactive or inconclusive. Some of the compounds tested; count on the stated rates, not on these rows.

SMILES	12-LOX inh	ERG Ets-DNA blk	POLK inh	Apoferritin bind	APE1 inh	Pol beta inh	LDHA inh	RGS4 inh	Pol eta inh
Cc1ccc(-c2cc(C(=O)Nc3ccc(S(=O)(=O)Nc4onc(C)c4C)cc3)[nH]n2)c(O)c1	31%[activator]	-1%	-20%	-2%	-2%	-6%	4	17%	2%
C#CCOc1ccc(C2C3=C(COC3=O)Nc3cc4c(cc32)OCO4)cc1OC (centres undefined)	1%	-9%	2%	-8%	-4%	20%	2	-13%	-10%
Cc1ccc2c(=O)c(C(=O)c3ccc(F)cc3)cn(CC(=O)Nc3ccc4c(c3)OCCO4)c2n1	-17%	0%	-4%	-18%	.	2%	-11	-34%	12%
Cc1ccc(NC2=Nc3ccccc3CC2)cc1	25%	3%	-11%	-24%	-2%	1%	1	-5%	-13%
O=C(Cc1ccc(Cl)cc1)N1CCC2(CC1)NCCc1[nH]cnc12	0%	-3%	-25%	-4%	-10%	-30%	-9	0%	-8%
O=C(c1ccc2c(c1)OCO2)C1CCCN(Cc2ccccc2OC(F)F)C1 (centres undefined)	29%	6%	-2%	-20%	-22%	-17%	-1	-16%	-23%
Cn1cnc(C(=O)NCc2ccc(CNC(=O)OC(C)(C)C)cc2)c1C(=O)NCc1ccc(CNC(=O)OC(C)(C)C)cc1	9%	-1%	5%	.	18%	.	-2	1%	-20%
Cc1cccc([C@@H]2[C@@H]3C(=O)N(C)C(=O)[C@@H]3[C@@H]3C(=O)Nc4ccccc4C(=O)N23)c1	12%	25%	-10%	6%	30%	16%	1	2%	-8%
COc1ccc(C2C(C(=O)c3sc(C)nc3C)=C(O)C(=O)N2CCN2CCOCC2)cc1 (centres undefined)	?	2%	-1%	-9%	0%	51%	0	-22%	-13%
Cc1cc([N+](=O)[O-])ccc1P(=O)(O)c1ccc([N+](=O)[O-])cc1C	?	-6%	-2%	.	.	.	-1	-24%	?
COc1ccccc1N(CC(=O)Nc1cccc(C(F)(F)F)c1)S(C)(=O)=O	0%	3%	-9%	-10%	0%	4%	0	-5%	-19%
COc1ccc(CN(C(=O)CNC(=O)c2ccco2)C(C(=O)NC2CCCC2)c2ccco2)cc1 (centres undefined)	?	-6%	-1%	-9%	-3%	-27%	-1	-20%	-25%
O=C(CSCc1cnn(-c2ccccc2)c1-n1cccc1)N1CCN(Cc2ccccc2)CC1	-28%	-5%	-15%	44%[activator]	5%	2%	-1	-30%	-25%
Cc1cc(C)c(S(=O)(=O)Nc2cc(SCC(=O)O)c(O)c3ccccc23)cc1C	.	7%	-14%	-15%	?	-21%	46	?	35µM*
Cc1cc(NC(=O)c2ccc(C(C)(C)C)cc2)no1	2%	-1%	3%	.	.	.	-3	-14%[56.9 µM]	-13%
COC(=O)c1ccc(C(=O)OC)c(NC(=O)COC(=O)c2ccccc2OC)c1	-8%	3%	-3%	-4%	-2%	18%	1	-18%	-17%
Cc1ccc(C2c3c(-c4ccccc4O)n[nH]c3C(=O)N2CCc2ccccc2)cc1 (centres undefined)	-12%	-6%	10%	-20%	.	11%	-3	-22%	-22%
Cc1cc(C)c(S(=O)(=O)N2CCCCC2CCNC(=O)C(=O)NCCN2CCOCC2)c(C)c1 (centres undefined)	2%	.	-4%	.	16%	.	-4	-15%	-17%
C=CCSc1nc2c(sc3nc(C)cc(C)c32)c(=O)[nH]1	-71%	-9%	-5%	-12%	5%	17%	-9	-50%	-16%
Cc1cc2c(cn1)C(CCC#N)(CCC#N)c1ccccc1-2	0%	?	-7%	-2%	17%	9%	0	9%	-7%
CCCCn1c(N)c(N(Cc2ccccc2OC)C(=O)COc2cc(C)ccc2Cl)c(=O)[nH]c1=O	-12%	-1%	-14%	.	-9%	.	-5	18%	-3%
C#CCOCCOCCOCCNc1nc(N2CCN(C(=O)CCCCCCCCCCNC(=O)[C@H](CCCCN)n3cc(CCCC(=O)O)nn3)CC2)nc(N2CCN(C(=O)CCCCCCCCCCNC(=O)[C@H](CCCCN)n3cc(CCCC(=O)O)nn3)CC2)n1	.	5%	-7%	.	5%	.	-3	-33%	-19%
Cc1ccc2cccc(SCC(=O)NCC#N)c2n1	-10%	14%	-15%	-11%	-1%	-3%	2	-27%	-10%
CCc1ccc(NC(=O)C(=O)N/N=C(\C)CC(=O)Nc2ccccn2)cc1	30%	3%	-4%	-8%	5%	1%	-1	2%	-10%
CN(C(=S)NC(=O)C12CC3CC(CC(C3)C1)C2)c1ccc(O)cc1	?	2%	-11%	.	-3%	.	20	?	-15%
Cc1ccc2c(CC(=O)Nc3c(C)n(C)n(-c4ccccc4)c3=O)coc2c1	11%	4%	-14%	-21%	0%	-1%	-7	16%	7%
COC(CNC(=O)c1ccc2c(c1)ncn2-c1cccc(C)c1)OC	29%	0%	-6%	-1%	33%	-26%	2	-2%[56.9 µM]	-20%
COc1cccc(/C=C/c2nc(C#N)c(NCC(C)C)o2)c1	-37%	0%	-2%	671%[activator]	-11%	0%	-6	20%	-1%
CCc1ccc2oc(C(=O)Nc3cc(Cl)ccc3OC)cc(=O)c2c1	-18%	6%	0%	3%	.	3%	-8	8%	-14%
Cc1c2cnn(CC(=O)NCc3ccc(F)cc3)c(=O)c2c(C)n1Cc1ccccc1Cl	-16%	8%	3%	-2%	.	?	-5	-40%	-27%
CCCNC(=O)c1c(CSc2ccc(Cl)cc2)noc1C(=O)NCc1ccccc1	-24%	8%	-18%	.	.	.	-2	3%	-10%
O=C(NC(=S)NC1CCSC1=O)c1ccccc1 (centres undefined)	-16%	9%	-11%	5%	16%	20%	-3	-6%	-9%
COc1cccc(OC)c1OCCCCN1CCCCC1	0%	-6%	12%	0%	15%	13%	-11	-10%	-14%
O=C1COc2ccc(S(=O)(=O)N3CCN(c4ccccc4)CC3)cc2N1	-3%	6%	0%	5%	30%	21%	-3	-2%	-23%
CCc1ccc(NC(=O)CN(c2ccc(C)cc2)S(=O)(=O)c2cccs2)cc1	-2%	-7%	-6%	63%[activator]	.	22%	-7	6%	-17%
Cc1cc(NC(=O)CCCN2C(=O)c3cccnc3C2=O)no1	-10%	-8%	-7%	7%	-2%	-1%	0	-46%[11.4 µM]	9%

Entries of single compounds from above. Values in the order: 12-LOX inh, ERG Ets-DNA blk, POLK inh, Apoferritin bind, APE1 inh, Pol beta inh, LDHA inh, RGS4 inh, Pol eta inh
COc1cccc(/C=C/c2nc(C#N)c(NCC(C)C)o2)c1 in the list: -37%, 0%, -2%, 671%[activator], -11%, 0%, -6, 20%, -1%
Cc1cc(NC(=O)CCCN2C(=O)c3cccnc3C2=O)no1 in the list: -10%, -8%, -7%, 7%, -2%, -1%, 0, -46%[11.4 µM], 9%
CN(C(=S)NC(=O)C12CC3CC(CC(C3)C1)C2)c1ccc(O)cc1 in the list: ?, 2%, -11%, ., -3%, ., 20, ?, -15%
O=C(NC(=S)NC1CCSC1=O)c1ccccc1 (centres undefined) in the list: -16%, 9%, -11%, 5%, 16%, 20%, -3, -6%, -9%
Cc1ccc2c(CC(=O)Nc3c(C)n(C)n(-c4ccccc4)c3=O)coc2c1 in the list: 11%, 4%, -14%, -21%, 0%, -1%, -7, 16%, 7%

(more compounds)
SMILES	12-LOX inh	ERG Ets-DNA blk	POLK inh	Apoferritin bind	APE1 inh	Pol beta inh	LDHA inh	RGS4 inh	Pol eta inh
COC(=O)c1ccccc1NC(=O)Cn1nc(C)c2nn(-c3ccc(Cl)cc3)c(C)c2c1=O	-20%	2%	-5%[60.1 µM]	-6%	.	1%	-6	32%	-13%
CC(Sc1nnc(COc2ccc(Cl)cc2)n1Cc1ccccc1)C(=O)O (centres undefined)	0%	0%	-1%	-4%	4%	51%	-7	14%	-21%
N/C(=N\OC(=O)COc1ccccc1Cl)c1ccc(Cl)cc1	-24%	6%	-3%	-7%	-5%	-1%	-3	0%	-19%
Cc1nn(C(C)C(=O)N2CCN(c3ccc(F)cc3)CC2)c(=O)c2c1sc1ccccc12 (centres undefined)	-16%	-3%	-10%	1%	.	?	5	0%	-1%
COc1ccc(N(C(C)=O)c2nc(C)cc(C)c2C#N)c(OC)c1	-9%	-9%	-16%	-6%	3%	-3%	-3	26%	3%
c1ccc(-c2nccnc2-c2ccccc2)cc1	173%[activator]	21%	-9%	-6%	5%	27%	-5	3%	6%
COC(=O)c1cc(NS(=O)(=O)c2ccc(N3CCOCC3)c([N+](=O)[O-])c2)cc(C(=O)OC)c1	?	3%	-25%	0%	1%	3%	-6	-6%	-16%

Screens from PubChem BioAssay.
